Bioassay records from PubChem.
ARFGAP1 inhibitor: inhibits rat ARF GTPase activating protein 1. inhibition, % at 16.5 µM. Arfgap1-stimulated ARF1 GTP hydrolysis, GDP FP detection. hit rate 0.26% among 360,000. Q62848;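 active means inhibition above a per-plate limit, mean inhibition of low control wells plus 3 SD, cut at about 25% in these data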;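 further: 0% = DMSO wells with enzyme and 100% = wells lacking Arfgap1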
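Material: rat Arfgap1 catalytic domain, aa 1-136; also added: human ARF1(Δ1-17)-GTP substrate; compound dosing: one concentration, 16.5 µM, DMSO 1.26%; incubation: GTP hydrolysis reaction 2 h at 25 °C; measured by: Tracer-displacement fluorescence polarization with EDTA stop, 620/688 nm; evaluation: % inhibition from polarization; repeats: one replicate per compound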
FXN GAA850 act: activators of GAA850 frataxin (FXN) promoter. activation, % at 6 µM. HEK293 lucGAA850 FXN promoter luciferase reporter, 24 h; percent of 10 µM SAHA response. hit rate 0.56% among 360,000. AID 540364;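 active means activation above the average of all compounds screened plus 3 SD, cutoff fixed separately per campaign, cut at about 7.5% in these data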;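 further: 0% = DMSO wells and 100% = 10 µM SAHA wells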
NPR2 activator: GC-B (human) receptor activation; HEK293-GC-B cells, CNP EC30, cGMP TR-FRET; 0% at EC30 CNP, 100% saturating CNP; activation, % at 10 µM; hit rate 0.11% among 370,000; AID 1920062;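 active means activation at 10 µM reaching about 35% in either raw or pattern-adjusted values, limit read from the data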
ADAM10 inh: inhibits human ADAM10; O14672; recombinant ADAM10, EDANS/DABCYL FRET peptide cleavage, 3 h; inhibition, % at 7 µM; hit rate 0.62% among 370,000;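 active means inhibition above a per-campaign cutoff equal to the mean of compounds falling between control-based bounds plus 3 SD, cut at about 20% in these data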;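 further: 0% = DMSO wells while the 100% control is not disclosed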
GC-A act: GC-A (human) enzyme activation; P16066; HEK293 GC-A cells, cGMP TR-FRET, EC30 ANP; 0% at EC30 ANP, 100% saturating ANP; activation, % at 10 µM; hit rate 0.14% among 370,000; in the data active means activation above about 40%
Target sequence (P16066 whole entry, looked up): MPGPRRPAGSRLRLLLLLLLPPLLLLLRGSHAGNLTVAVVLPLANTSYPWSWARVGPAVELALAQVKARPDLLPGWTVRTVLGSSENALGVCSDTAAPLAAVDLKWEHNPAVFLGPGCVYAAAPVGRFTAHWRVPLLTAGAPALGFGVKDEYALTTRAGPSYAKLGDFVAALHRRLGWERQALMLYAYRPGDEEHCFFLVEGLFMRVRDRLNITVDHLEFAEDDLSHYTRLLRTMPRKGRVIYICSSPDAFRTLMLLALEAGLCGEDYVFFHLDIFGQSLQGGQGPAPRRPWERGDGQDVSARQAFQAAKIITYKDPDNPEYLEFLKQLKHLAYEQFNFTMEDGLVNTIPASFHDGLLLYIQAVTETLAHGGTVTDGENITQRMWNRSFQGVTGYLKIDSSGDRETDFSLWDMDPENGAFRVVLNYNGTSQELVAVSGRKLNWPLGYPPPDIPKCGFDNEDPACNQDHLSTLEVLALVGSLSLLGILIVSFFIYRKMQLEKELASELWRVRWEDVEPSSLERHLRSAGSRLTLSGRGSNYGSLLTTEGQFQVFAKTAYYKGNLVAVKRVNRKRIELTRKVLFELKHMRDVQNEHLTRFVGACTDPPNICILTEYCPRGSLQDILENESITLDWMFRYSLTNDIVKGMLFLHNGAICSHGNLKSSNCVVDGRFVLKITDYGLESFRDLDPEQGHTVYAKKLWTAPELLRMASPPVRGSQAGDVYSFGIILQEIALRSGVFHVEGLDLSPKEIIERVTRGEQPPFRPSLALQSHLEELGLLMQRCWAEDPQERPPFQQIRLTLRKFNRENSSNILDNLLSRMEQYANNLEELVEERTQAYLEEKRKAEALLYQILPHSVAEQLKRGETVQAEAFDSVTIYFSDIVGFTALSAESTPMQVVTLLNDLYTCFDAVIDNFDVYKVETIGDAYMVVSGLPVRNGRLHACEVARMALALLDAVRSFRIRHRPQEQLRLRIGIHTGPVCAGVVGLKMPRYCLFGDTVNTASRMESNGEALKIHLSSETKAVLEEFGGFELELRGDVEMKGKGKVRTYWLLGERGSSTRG
Tn6 DDE FP: inhibitors of Tn6 peptide binding to human fibrin DD(E) | P02675 | Fibrin DD(E) TRITC-Tn6 fluorescence polarization displacement | inhibition, % at 8.3 µM | hit rate 0.21% among 370,000;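 active means inhibition above a per-campaign cutoff: mean of compounds within control limits plus 3 SD, cut at about 15% in these data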;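 further: 0% = median of all compound wells on the plate and 100% = blocking peptide control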
proKLK7 act: activators of human kallikrein-7 zymogen. purified proKLK7, EDANS-DABCYL substrate fluorescence; 100% is mature enzyme control, 0% vehicle. activation, % at 7 µM. hit rate 0.9% among 370,000. AID 652039;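 active means activation above the mean of all tested compounds plus 3 SD, computed per campaign excluding outliers beyond control limits, cut at about 13% in these data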
ASAP1 inh: blocks human ASAP1-stimulated Arf1 GTP hydrolysis. Q9ULH1. GDP FP detection. inhibition, % at 16.5 µM. hit rate 0.19% among 360,000. AID 624377; in the data active means inhibition above about 25%;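 further: 0% = vehicle with enzyme and substrate and 100% = no enzyme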
rCAG RNA binder: r(CAG) repeat RNA binding; TO-PRO-1 dye displacement fluorescence; inhibition, % at 3 µM; hit rate 1.3% among 370,000; AID 651821;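 active means inhibition above the plate cutoff, the mean of all test compounds on that plate plus 3 SD, cut at about 35% in these data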;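 further: 0% = DMSO alone and 100% = 100 µM mitoxantrone as full dye displacement; higher means more dye released from RNA so lower well fluorescence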
HGIII-sPLA2 inh: Blocks human group III sPLA2 activity. inhibition, % at 12.2 µM. QFRET BODIPY PC-A2 liposome hydrolysis, fluorescence. Q9NZ20. hit rate 0.56% among 370,000;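 active means inhibition above mean plus 3 SD of compounds lying within the high and low control bounds, cut at about 19% in these data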;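 further: 0% = median of test compound wells and 100% = no enzyme DMSO wells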
An asterisk follows results filed as active; . = no result given.

SMILES | ARFGAP1 inhibitor | FXN GAA850 act | NPR2 activator | ADAM10 inh | GC-A act | Tn6 DDE FP | proKLK7 act | ASAP1 inh | rCAG RNA binder | HGIII-sPLA2 inh
CC(=O)OC(C)C(=O)NS(=O)(=O)c1ccc(C)cc1 (configuration not stated) | 2 | 0.5 | 2 | -9 | 25 | -9 | -0.7 | 2 | -1 | 15
COC(=O)c1ccc(SCC(=O)NCc2ccccc2)c([N+](=O)[O-])c1 | -4 | 0.3 | 2 | -1 | -3 | -9 | -0.1 | 0 | 1 | -2
O=C(NC1CCCCC1)C(c1ccccn1)N(C(=O)c1csnn1)C1CC1 (configuration not stated) | -1 | 0.2 | 0 | 3 | 3 | 0 | 0.4 | 2 | -1 | 0
Cc1nc2ccc(NC(=O)c3ccco3)cc2s1 | 3 | 2.5 | 4 | -1 | 1 | -2 | -0.4 | -8 | 0 | 1
CCc1nonc1NC(=O)c1oc2ccccc2c1C | -5 | 4.5 | 3 | 2 | 4 | 4 | -0.2 | 17 | 0 | -1
N#Cc1ccc(OCC(=O)Nc2ccc(N3CCCC3)cc2)cc1 | 0 | 0.6 | -1 | -4 | 0 | 1 | -0.6 | -16 | 10 | 21*
CN(C)c1ccc(C=NC(CO)C(O)c2ccc([N+](=O)[O-])cc2)cc1 (configuration not stated) | -9 | -0.6 | 3 | 0 | 1 | 6 | -0.4 | -14 | 0 | 2
CC(C)(C)N=C1NN=C(c2ccc(Cl)cc2)CS1 | 2 | -0.6 | 3 | -14 | 7 | 6 | 0.3 | 10 | 6 | 2
COc1ccc(Cc2nnc(NCCO)[nH]c2=O)cc1 | 2 | 1.4 | 6 | -9 | 3 | -7 | 0.5 | 0 | 2 | 4
Cc1c(NS(=O)(=O)c2cccc(C(=O)N3CCC(C(N)=O)CC3)c2)c(=O)n(-c2ccccc2)n1C | 2 | 1.0 | -7 | -2 | -1 | 0 | 0.4 | 0 | 1 | 2
CCC(C)NC(=O)CSc1n[nH]c(=O)n1CCc1ccccc1 (configuration not stated) | 8 | 0.0 | -2 | -7 | 3 | -6 | 0.3 | 4 | 0 | 9
COc1ccc(C(=O)Nc2cccnc2)cc1OC | 8 | -1.7 | -3 | -4 | 6 | -2 | -0.3 | -10 | -1 | 3
Cc1ccc(CNC(=O)CN2CCN(c3ccc(F)cc3)CC2)cc1 | -16 | 0.8 | 3 | 6 | -1 | -1 | 0.7 | -11 | -7 | 10
COc1ccccc1C(=O)N/C(=C\c1ccc2c(c1)OCO2)C(=O)NCCc1nc2ccccc2[nH]1 | -7 | 1.0 | 3 | -2 | -1 | 2 | 0.5 | -13 | 1 | -7
CCOC(=O)N1CCN(S(=O)(=O)c2ccc(C(=O)N(CCCN(C)C)c3nc4c(F)cc(F)cc4s3)cc2)CC1 | -14 | 0.3 | -1 | -6 | -6 | -8 | 0.0 | 4 | -6 | 11
Cc1onc(-c2ccccc2Cl)c1C(=O)N1CCc2ccccc2C1 | 5 | -1.1 | -3 | -2 | -5 | 7 | 0.5 | 3 | -7 | -4
Cc1ccc(NC(=O)CCc2c(C)nn(-c3ccc(N4CCCCC4)nn3)c2C)cc1 | 9 | 0.8 | 4 | 5 | 0 | 2 | -0.3 | 5 | -5 | -7
Cc1cc(CSc2ccccc2)ccc1NC(=O)c1ccc(C)c([N+](=O)[O-])c1 | -6 | 0.4 | -13 | 1 | -8 | -1 | -0.8 | -3 | 3 | 1
[O-]C1=N/[N+](=C/c2ccc(Cl)cc2)CC1 | 0 | -1.2 | -1 | 2 | -2 | -1 | -0.3 | 10 | -2 | 1
Cc1ccc(S(=O)(=O)N2CCC(=O)N(CCOCc3ccccc3C)CC2)cc1 | -6 | 0.6 | 2 | 1 | -2 | 2 | -0.7 | -5 | -10 | -5
Cc1ccc(N2C(=O)C(CN(C)C)C2c2ccccc2)cc1 (configuration not stated) | 12 | 1.7 | -28 | 3 | -21 | 3 | 0.1 | 4 | 0 | -1
CC(=O)Nc1ccc(S(=O)(=O)N2CCN(c3cc(C)ccc3C)CC2)cc1 | 13 | -2.6 | -1 | 11 | -5 | 4 | 0.2 | -17 | 5 | -15
COc1ccc2c(c1)CCC1C2=NN(/C(C)=C/C(C)=O)C1c1cccc(F)c1 (configuration not stated) | -3 | 3.7 | -2 | -16 | -4 | -6 | -1.7 | 5 | 9 | -5
COc1ccc(CCN2CN(S(=O)(=O)c3ccc(C)cc3)c3nc4ccccc4nc32)cc1OC | 0 | -0.1 | -4 | -11 | 5 | -1 | 0.4 | -3 | 2 | 10
CN(Cc1ccccc1)c1nnc(N)s1 | 4 | 0.9 | -4 | -12 | 5 | -3 | -0.2 | -7 | 3 | 3
(next part)
SMILES | ARFGAP1 inhibitor | FXN GAA850 act | NPR2 activator | ADAM10 inh | GC-A act | Tn6 DDE FP | proKLK7 act | ASAP1 inh | rCAG RNA binder | HGIII-sPLA2 inh
Cc1ccccc1OCC(=O)N/N=C/c1cccc2cccnc12 | 3 | 0.0 | -9 | -7 | 0 | 1 | -0.9 | -7 | -4 | -9
CN(C)/N=C/C=C1\CC/C(=C\c2ccc(Br)cc2)C1=O | -5 | 0.2 | -5 | -3 | 0 | -4 | -0.5 | -2 | 3 | 6
Cc1c(C(=O)NCc2nnc(-c3ccccc3)o2)oc2c(F)cccc12 | 11 | -1.0 | -7 | -3 | -1 | 9 | 0.5 | -1 | -6 | -3
Cc1ccc(C)c(NC(=O)C2CC(=O)N(C3CCCCC3)C2)c1 (configuration not stated) | -3 | -0.5 | 4 | 4 | -1 | -4 | -0.3 | 3 | -5 | 11
O=S(=O)(c1ccc(Cl)s1)N1CCCCC1 | 3 | 4.2 | 4 | 1 | 0 | -2 | -0.7 | 2 | -4 | 2
COc1ccc(NC(=O)COc2ccc(-c3nn(C)c(=O)c4ccccc34)cc2)cc1 | 5 | -1.3 | 1 | 4 | -2 | 6 | -0.3 | 3 | -3 | -3
COc1ccccc1NC(=O)CCNC(=O)Cn1ccc2ccccc2c1=O | -1 | 0.0 | 5 | -14 | 2 | 9 | 0.1 | -3 | -3 | 1
COCCn1c(-c2ccccc2)cnc1SCC(=O)Nc1cccc2ccccc12 | -15 | 2.2 | -1 | -1 | -4 | 2 | 0.4 | 3 | -6 | -6
Nc1nc2nonc2nc1N1CCCCC1 | 16 | 0.1 | 2 | 9 | 2 | 2 | 0.2 | -1 | -1 | 1
COCCCNC(=O)CNC(=S)N(Cc1ccccc1)Cc1cccnc1 | -3 | -0.4 | 4 | 4 | 3 | -5 | -0.3 | -1 | -5 | 6
CCN1C(=O)/C(=C/N2CC(C)CC(C)C2)SC1=S (configuration not stated) | -6 | -1.0 | -2 | -7 | 1 | 1 | 0.2 | -7 | 0 | 8
COc1cc(/C=C(\C#N)C(=O)Nc2cccc(C(=O)O)c2)ccc1OCc1ccc(F)cc1 | 1 | 1.4 | -5 | -2 | -4 | -4 | 0.3 | -22 | 20 | -1
COc1ccc(N2CC(C(=O)NCCc3ccc(Cl)cc3)CC2=O)c(OC)c1 (configuration not stated) | 12 | -1.1 | -1 | -11 | -4 | 2 | -0.3 | -5 | -10 | 8
COc1c2c(nc3occc13)C(CC=C(C)C)(OC)C(O)CC2 (configuration not stated) | 4 | 0.7 | -13 | -7 | -11 | -8 | 0.9 | -5 | -1 | 10
O=C1c2ccccc2S(=O)(=O)c2cc(C(=O)N3CCN(c4ccc(Cl)cn4)CC3)ccc21 | -9 | -0.8 | -1 | 9 | 4 | -6 | 0.5 | -4 | 13 | -2
COC(=O)[C@@]12C[C@@H](CC(=O)NCCCCc3ccccc3)C(=O)N(Cc3ccco3)C1=CCC(C)(C)C2 | 5 | . | 2 | 11 | -5 | -4 | 0.2 | 3 | 2 | -12
Cc1ccc(C)c2nc(Cl)c(C#N)cc12 | 8 | -0.5 | -9 | -40 | 3 | 2 | -3.0 | 0 | 0 | 2
CCC(=O)Nc1ccc(C(=O)CSc2nnc(CNc3ccc(Cl)cc3)o2)cc1OC | 4 | -2.2 | -6 | 4 | 4 | 5 | -0.6 | 7 | 1 | -32
NC(=O)c1ccc(NC(=O)COC(=O)CCc2ccc(S(=O)(=O)N3CCCCC3)cc2)cc1 | -4 | 1.3 | 5 | 6 | -4 | -4 | 0.4 | 20 | 10 | -2
Cc1ccc(CNC(=O)C2CCN(S(=O)(=O)c3cccc4nonc34)CC2)cc1 | 0 | -1.0 | -4 | 1 | -4 | 2 | -0.6 | -4 | 1 | 3
NC(=O)CSc1nnc(-c2cccc(S(=O)(=O)N3CCCCC3)c2)o1 | -6 | 2.0 | -6 | 3 | 1 | -6 | 0.4 | 1 | 1 | 7
CC1CCc2c(sc3ncnc(SC(C)C(=O)NCC4CCCO4)c23)C1 (configuration not stated) | 1 | 1.9 | -3 | -2 | 0 | 5 | 0.7 | 6 | -3 | -2
N#Cc1ccsc1NC(=O)CN1CCN(S(=O)(=O)c2ccccc2C(F)(F)F)CC1 | -2 | 1.0 | 7 | -2 | -4 | 1 | 0.3 | -5 | 7 | -2
COc1ccc(-c2cnc(N)nc2-c2ccc(OC)cc2)cc1 | 3 | 1.8 | -1 | -50 | 2 | 5 | 0.1 | -3 | -6 | -6
COc1ccc(-c2cc(=O)oc3cc(OCC(=O)N(C)C)ccc23)cc1 | 11 | -1.6 | -2 | -28 | 2 | -4 | 3.7 | 0 | -5 | -5
CC(C)NC(=O)N(C)C[C@@H]1Oc2cc(C#Cc3ccccn3)ccc2S(=O)(=O)N([C@@H](C)CO)C[C@H]1C | 1 | -0.8 | -1 | -1 | -4 | 2 | 0.3 | -7 | 4 | 6
Cc1cccn2c(=O)nc(SCC(=O)c3ccc(Cl)cc3)nc12 | 0 | 0.1 | 2 | -3 | 4 | -5 | -0.4 | -4 | 2 | -31
CC(C)NC(=O)Cc1ccc(Br)cc1 | 6 | 0.8 | 0 | -7 | -1 | -7 | 1.1 | 1 | -2 | 1

Given with two lines to a compound: entries from further up
Under each structure – ARFGAP1 inhibitor	FXN GAA850 act	NPR2 activator	ADAM10 inh	GC-A act	Tn6 DDE FP	proKLK7 act	ASAP1 inh	rCAG RNA binder	HGIII-sPLA2 inh
CC1CCc2c(sc3ncnc(SC(C)C(=O)NCC4CCCO4)c23)C1 (configuration not stated)
 : 1	1.9	-3	-2	0	5	0.7	6	-3	-2
N#Cc1ccsc1NC(=O)CN1CCN(S(=O)(=O)c2ccccc2C(F)(F)F)CC1
 : -2	1.0	7	-2	-4	1	0.3	-5	7	-2
COc1ccc(-c2cnc(N)nc2-c2ccc(OC)cc2)cc1
 : 3	1.8	-1	-50	2	5	0.1	-3	-6	-6
COc1ccc(-c2cc(=O)oc3cc(OCC(=O)N(C)C)ccc23)cc1
 : 11	-1.6	-2	-28	2	-4	3.7	0	-5	-5
CC(C)NC(=O)N(C)C[C@@H]1Oc2cc(C#Cc3ccccn3)ccc2S(=O)(=O)N([C@@H](C)CO)C[C@H]1C
 : 1	-0.8	-1	-1	-4	2	0.3	-7	4	6
Cc1cccn2c(=O)nc(SCC(=O)c3ccc(Cl)cc3)nc12
 : 0	0.1	2	-3	4	-5	-0.4	-4	2	-31
CC(C)NC(=O)Cc1ccc(Br)cc1
 : 6	0.8	0	-7	-1	-7	1.1	1	-2	1
